# Screening data: PubChem BioAssay, National Center for Advancing Translational Sciences (NCATS)
# Vif-APOBEC3G blk – qHTS for Inhibitors of Vif-A3G Interactions: qHTS; HeLa A3G-eYFP + Vif (tagged APOBEC3G with the HIV-1 protein that degrades it), YFP fluorescence, overnight; Potency, µM (titrated, usually from 46.1 µM), without a hit: at the top dose activity, negative = active, most hits filed as inhibitors; 410,000 compounds, 0.076% hits; AID 602310, 2012;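 note: potency is the fitted concentration of half-maximal effect; % is set by controls: 0 for no effect and ±100 for the full control effect; nearly all actives have a fitted effect of over 60% in size; hits raise eYFP signal because A3G escapes Vif-driven loss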
# Target sequence (Q9HC16 whole entry, looked up): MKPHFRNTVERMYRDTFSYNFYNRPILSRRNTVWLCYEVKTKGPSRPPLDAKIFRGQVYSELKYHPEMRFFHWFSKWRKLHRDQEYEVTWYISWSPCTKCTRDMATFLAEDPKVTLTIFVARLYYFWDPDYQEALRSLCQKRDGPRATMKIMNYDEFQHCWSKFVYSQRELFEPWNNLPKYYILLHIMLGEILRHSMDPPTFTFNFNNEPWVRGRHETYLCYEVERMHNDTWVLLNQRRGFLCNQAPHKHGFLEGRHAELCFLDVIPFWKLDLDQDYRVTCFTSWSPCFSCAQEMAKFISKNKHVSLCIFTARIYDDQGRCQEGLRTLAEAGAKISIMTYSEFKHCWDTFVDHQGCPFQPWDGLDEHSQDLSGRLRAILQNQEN
#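 HeLa cells stably expressing Vif and C-terminally eYFP-tagged A3G, seeded overnight at 37 deg C, then exposed to compound by pintool overnight at 37 deg C. Rise in yellow fluorescence (Ex 488/Em 500-530, Acumen) marks blocked Vif-driven A3G degradation.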
# Glioma ERSR ind – qHTS for Inducers of the Endoplasmic Reticulum Stress Response (ERSR) in Human Glioma: qHTS; Potency, µM, without a hit: at the highest dose activation, most hits filed as activators; U87-MG GRP78 promoter luciferase reporter, 16 h; 420,000 compounds, 0.02% hits; note: potency is the fitted concentration of half-maximal effect; series mostly up to about 76 µM; % of control where 0% means no effect; nearly all actives have a fitted effect of over 35% in size
#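 Stably transfected U87-MG glioma cells carrying a GRP78-based luciferase sensor; 16 h compound incubation. Luminescence end-point read 10 min after Bright-Glo addition at room temperature.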
# IDH1 R132H inh – qHTS for Inhibitors of mutant isocitrate dehydrogenase 1 (IDH1): qHTS | Isocitrate dehydrogenase [NADP] cytoplasmic (Homo sapiens), O75874 | IDH1-R132H enzyme, NADPH consumption, diaphorase/resazurin fluorescence | Potency, µM (titrated, usually from 76.6 µM), for the others: at the top dose activity change, negative = inhibition, hits mostly inhibitors | 390,000 compounds, 0.093% hits; note: potency is the fitted concentration of half-maximal effect; % is set by controls: 0 for no effect and ±100 for the full control effect; nearly all actives have a fitted effect of over 65% in size
#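 IDH1-R132H (0.5 ug/mL dispensed) in pH 7.5 Tris buffer was preincubated 30 min with compound, then given a substrate mix of 0.016 mM NADPH and 2 mM alpha-KG for 80 min at room temperature; remaining NADPH was read by diaphorase/resazurin fluorescence.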
# LDHA block – qHTS assay for inhibitors of human lactate dehydrogenase | purified LDHA, NADH/diaphorase-resazurin fluorescence; hits give low values | AID 1347041, 2019 | activity change, % (values are at about 110 or 230 µM) | 480,000 compounds, 0.15% hits; in the data active = activity change below about -30%; inconclusive = mostly about -25% to -30%;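 note: plate controls were DMSO wells for no effect and wells without enzyme for full effect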
#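 Remaining NADH was detected by diaphorase (0.133 mg/mL) converting 37 µM resazurin to fluorescent resorufin, read at 0 and 20 minutes. The preceding 5-minute room-temperature reaction used 2 nM LDHA, 0.2 mM sodium pyruvate and 0.06 mM NADH at pH 7.4.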
# PI4K2A block – qHTS for small molecular inhibitors of PI4K2A; Phosphatidylinositol 4-kinase type 2-alpha (Homo sapiens), Q9BTU6; purified PI4K2A, ADP-Glo luminescence, 1 h; hits give low values; activity change, negative = inhibition, % at 76.9 µM; 420,000 compounds, 0.13% hits; AID 1346378, 2018; in the data active = activity change below about -50%; inconclusive = mostly about -30% to -49%;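 note: -100% = wells without enzyme as full effect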
# Target sequence (Q9BTU6 whole entry, looked up): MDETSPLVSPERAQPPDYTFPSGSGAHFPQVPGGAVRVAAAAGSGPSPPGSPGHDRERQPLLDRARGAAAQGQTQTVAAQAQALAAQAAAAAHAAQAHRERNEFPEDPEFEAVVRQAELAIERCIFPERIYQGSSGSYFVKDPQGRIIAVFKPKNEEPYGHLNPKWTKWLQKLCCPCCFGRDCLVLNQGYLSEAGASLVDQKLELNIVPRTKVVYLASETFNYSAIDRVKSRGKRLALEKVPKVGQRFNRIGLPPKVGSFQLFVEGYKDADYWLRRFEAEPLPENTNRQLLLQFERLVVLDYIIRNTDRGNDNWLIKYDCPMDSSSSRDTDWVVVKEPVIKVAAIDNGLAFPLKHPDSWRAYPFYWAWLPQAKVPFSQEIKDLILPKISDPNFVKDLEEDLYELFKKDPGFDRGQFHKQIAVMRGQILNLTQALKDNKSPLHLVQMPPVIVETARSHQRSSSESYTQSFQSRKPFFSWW
#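 In this quantitative HTS, ADP production by PI4K2A was quantified luminescently after 1 h at ambient temperature; 100 microM adenosine served as plate-quality control.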
# Vif-APOBEC3F blk – qHTS for Inhibitors of Vif-A3F Interactions: qHTS; 390,000 compounds, 0.2% hits; HeLa A3F-eYFP + Vif (tagged APOBEC3F with the HIV-1 protein that degrades it), YFP fluorescence increase; Potency, µM (top dose mostly 46.1 µM), for the others: at the highest dose activity, negative = active; AID 602313, 2012; note: potency is the fitted concentration of half-maximal effect; % of control where 0% means no effect; nearly all actives have a fitted effect of over 65% in size
#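 HeLa cells stably expressing A3F-eYFP plus Vif, plated and incubated overnight at 37 deg C, then exposed to compounds overnight at 37 deg C. Blocked degradation read as raised yellow fluorescence (Ex 488/Em 500-530).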
# USP1 inh – Inhibitors of USP1/UAF1: Primary Screen | Ubiquitin carboxyl-terminal hydrolase 1 (Homo sapiens), O94782 | recombinant USP1/UAF1, Ub-Rhodamine cleavage fluorescence | Potency, µM (highest dose often 57.1 µM), for inactives: at the top dose activity change, negative = inhibition, actives largely listed as inhibitors | 390,000 compounds, 0.23% hits | AID 743255, 2014; note: potency is the fitted concentration of half-maximal effect; % is set by controls: 0 for no effect and ±100 for the full control effect; nearly all actives have a fitted effect of over 60% in size; inactives centre near -12
#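 USP1/UAF1 complex at 1 nM was preincubated with compound for 15 min at room temperature, then Ub-Rho substrate (150nM final) was added. Fluorescence (480/540 nm) was read kinetically, 6 reads every 60 seconds.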
# RXFP1 ag – qHTS Assay for Agonists of the Relaxin Receptor RXFP1 | HEK293T-RXFP1 cAMP TR-FRET, 30 min; response scale: percent of porcine relaxin response, buffer zero | Relaxin receptor 1 (Homo sapiens), Q9HBX9 | 370,000 compounds, 0.3% hits | AID 2676, 2010 | Potency, µM (doses to about 57.5 µM), inactives show at the highest dose activation, usual class: activators; note: potency is the fitted concentration of half-maximal effect; % is set by controls: 0 for no effect and ±100 for the full control effect; nearly all actives have a fitted effect of over 60% in size; many of its hits are not listed in these tables
#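 HEK293T cells stably expressing RXFP1 were pretreated with the PDE4 inhibitor Ro 20174, exposed to compounds for 30 min at 37C, lysed, and cAMP was read by TR-FRET. Data normalized to buffer (basal) and 29 nM porcine relaxin (100%).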
# TrxR1 substrate – qHTS Assay for Substrates of Mammalian Selenoprotein Thioredoxin Reductase 1 (TrxR1): qHTS | AID 588456, 2011 | Potency, µM (titrated, usually from 114 µM), for inactives: top-dose activity change, negative = substrate turnover | purified TrxR1 substrate turnover, NADPH consumption readout | 390,000 compounds, 0.01% hits | Thioredoxin reductase 1, cytoplasmic (Rattus norvegicus), O89049; note: potency is the fitted concentration of half-maximal effect; % is set by controls: 0 for no effect and ±100 for the full control effect; nearly all actives have a fitted effect of over 50% in size
#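 Rat TrxR1, dispensed at 90 nM, was prereduced with 400 uM NADPH (final) for 5 min at ~22 deg C, then incubated with compound 15 min before 400 uM selenite. A first-read NADPH fluorescence drop versus no-compound background flagged substrates.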
# The depositor's hits bear a star; ? = inconclusive; · = not tested or not shown; & = joins results of further samples; [ ] = another dose, or the depositor's remark. Unless noted, calls come from the whole dose curve; as a rule, active = well fitted curve in the direction sought with a large enough effect; inconclusive = small, poorly fitted or top-dose-only effect, or another doubt; inactive = no such curve, though single readings can be large; an effect the other way counts as inactive or inconclusive. These rows are one share of the data; count on the stated rates, not on these rows.
SMILES,Vif-APOBEC3G blk,Glioma ERSR ind,IDH1 R132H inh,LDHA block,PI4K2A block,Vif-APOBEC3F blk,USP1 inh,RXFP1 ag,TrxR1 substrate
Cc1nnc(NC(=O)C2COc3ccccc3O2)s1 (stereo not drawn),1%,-4%,-3%,-4,-2,2%,-5%,1.5%,-3%
CCCN(CCC)C(=O)c1cn(CC)c2ccc(S(=O)(=O)N3CCCCC3)cc2c1=O,-7%&-1%,-4%&-1%,-11%&29%,-6&2,-1&-3,-1%&2%,-7%&-6%,0.6%&11%,-7%&1%
CCn1c(CN2CCC(C)CC2)nc2cc(NC(=O)COc3ccc([N+](=O)[O-])cc3)ccc21,2%,-3%,0%,3,4,3%,-10%,-1.5%,-2%
CCOC(=O)N1CCN(Cc2ccc3ccccc3c2)CC1,4%,1%,-5%,-15,-1,-1%,-15%,-0.5%,6%[2.29 µM]
O=C(COC(=O)c1c2c(nc3ccccc13)/C(=C\c1cccs1)CCC2)Nc1ccccc1Cl,-5%,-3%,5%,-3,0,10%,-23%,6.3%,10%
O=C(NCc1ccc2c(c1)OCO2)c1cc(-c2ccccc2)nn1CC1CC(c2cccnc2)=NO1 (stereo not drawn),-6%,-4%,-4%,-2,-1,3%,-26%,·,2%
Brc1ccc(-c2csc(-c3ccncc3)n2)cc1,-4%,?,0%,-8,0,0%,-17%,1.5%,12%
Cc1ccc(OCC(=O)N(C)CC(=O)Nc2ccc(F)cc2)c([N+](=O)[O-])n1,3%,-4%,0%,2,0,-5%,-24%,1.0%,1%
CCCS(=O)(=O)C(=C1NCCO1)S(=O)(=O)CCC,4%,-2%,13%,-11,2,2%,1%,-0.4%,-2%
CCOc1cc(CNCCc2ccc(S(N)(=O)=O)cc2)ccc1OCC(=O)NC(C)(C)C,-1%,-3%,-3%,1,-6,0%,-15%,2.1%,1%[57.1 µM]
CC(=O)Nc1sc2c(c1C#N)CCN(Cc1ccccc1)C2,1%,3%,-3%,-5,-6,-8%,-25%,5.5%,12%[57.1 µM]
COc1cc2c(cc1NC(=O)C(C)Sc1cccc[n+]1[O-])oc1ccccc12 (stereo not drawn),-12%,5%,3%,-4,1,-5%,-32%,0.4%,2%
c1ccc2c(c1)nc(NC1CCCCC1)c1nncn12,-4%,-1%,2%,0,-3,4%,-23%,2.4%,-6%
COc1cccc(OCCn2c(-c3ccc(Br)cc3)nc3ccccc3c2=O)c1,3%,0%,16%,-11,-3,-16%,-20%,-2.9%,-1%
Cc1ccc(N2C(=O)N(Cc3cccc(Cl)c3)c3ccccc3S2(=O)=O)cc1,2%,-3%,-15%,-10,2,0%,-32%,-0.2%,1%[57.1 µM]
CCN(CC(=O)Nc1ccc2c(c1)OCCO2)C(=O)COc1ccc(C(C)=O)cc1,1%,2%,1%,-1,6,1%,-15%,·,·
CCC1(CC)SCCNC1=O,0%,-2%,4%,-4,-1,-1%,-17%,·,-5%[57.1 µM]
Cc1ccc(O)c(-c2cc(C(F)(F)C(F)F)[nH]n2)c1,-2%,-1%,3%,3,-1,2%,-8%,0.0%,9%[57.1 µM]
CC1Nc2ncnc(N3CCN(c4ccccc4)CC3)c2N(Cc2ccc(Br)cc2)C1=O (stereo not drawn),-12%,-2%,0%,0,-3,3%,-12%,-1.2%,1%
N#Cc1c(N)nc(SCC(=O)C23CC4CC(CC(C4)C2)C3)c(C#N)c1-c1ccc(Cl)cc1,1%,-5%,-1%,-1,-9,-4%,-17%,?,5%[57.1 µM]

# The last 2 entries of the section before come first, to join the parts:
SMILES,Vif-APOBEC3G blk,Glioma ERSR ind,IDH1 R132H inh,LDHA block,PI4K2A block,Vif-APOBEC3F blk,USP1 inh,RXFP1 ag,TrxR1 substrate
CC1Nc2ncnc(N3CCN(c4ccccc4)CC3)c2N(Cc2ccc(Br)cc2)C1=O (stereo not drawn),-12%,-2%,0%,0,-3,3%,-12%,-1.2%,1%
N#Cc1c(N)nc(SCC(=O)C23CC4CC(CC(C4)C2)C3)c(C#N)c1-c1ccc(Cl)cc1,1%,-5%,-1%,-1,-9,-4%,-17%,?,5%[57.1 µM]
Cc1ccc(CCNC(=O)c2c[nH]c3ccc(S(=O)(=O)Nc4ccc(C)cc4C)cc3c2=O)cc1,-20%,-4%,-15%,-10,0,0%,-14%,0.7%,-6%[57.1 µM]
Fc1ccc(Nc2nc(NCc3ccccc3)nc3ccsc23)cc1,-17%,-3%,·,-9,1,·,·,·,·
COCc1cc(C)nc(SCC(=O)Nc2ccccc2N2CCOCC2)c1C#N,-3%,-2%,-11%,-6,3,1%,-17%,0.6%,-2%
COc1cccc(N2C(=O)Nc3ccccc3C2(O)C(=O)NCc2ccc3c(c2)OCO3)c1 (stereo not drawn),-1%,-6%,2%,-2,3,0%,-19%,-0.4%,0%
O=C(NC1CCCCC1)C(c1cccs1)N(Cc1cccs1)C(=O)c1ccco1 (stereo not drawn),0%,-2%,-3%,-1,-2,1%,-14%,-3.3%,7%[57.1 µM]
CCOC(=O)CSc1nc2ccccc2n1CC(=O)NC(C)(C)C,-2%,-5%,3%,-7,3,-17%,-4%,3.6%,4%
COc1ccccc1N1CCN(C(=O)c2oc3ccc(Br)cc3c2C)CC1,?,-4%,3%,-5,-6,-8%,-19%,-1.1%,8%[57.1 µM]
Cc1cc(NCc2ccc(F)cc2)nc2cc(Cl)ccc12,-5%,1%,-6%,-13,3,-14%,-19%,2.3%,-1%
Cc1c(NC(=O)C(C)OC(=O)c2nc(Cl)ccc2Cl)c(=O)n(-c2ccccc2)n1C (stereo not drawn),-4%,-3%,4%,-6,-4,3%,-12%,9.6%,-5%
COc1ccc(CNCc2ccccc2[N+](=O)[O-])cc1OC,0%,0%,3%,-18,0,-16%,7%,-2.3%,-1%
COc1cc2[nH]c(=O)n(CCCC(=O)NC3CCCCC3)c(=O)c2cc1OC,0%,-7%,2%,1,-1,5%,-3%,2.2%,8%[57.1 µM]
O=C(CCNC(=O)c1ccccc1Cl)Nc1nc(-c2ccc3ccccc3c2)cs1,-2%,0%,9%,-1,-4,2%,-18%,0.2%,-5%
COc1ccc(OCC(=O)N2CCN(c3nnc(-c4ccccc4)c4ccccc34)CC2)cc1,-1%,-3%,5%,3,-5,8%,-18%,2.4%,14%[57.1 µM]
Cc1ccc(-c2nnc3ccc(SCC(=O)OCc4ccccc4)nn23)cc1,-1%,-2%,·,-4,·,·,·,·,17%
COc1ccc(CC(=O)N(C)CC(=O)Nc2ccccc2C(F)(F)F)cc1S(=O)(=O)N1CCOCC1,0%,-3%,4%,-7,-4,-2%,-5%,-2.6%,19%
Cn1c(S(=O)(=O)c2ccc([N+](=O)[O-])cc2)nc(Br)c1Br,-6%,-2%,0%,-6,2,-6%,-9%,1.4%,1%[57.1 µM]
COc1cccc2sc3cc(NCCCN4CCOCC4)ccc3c(=O)c12,9%,-3%,6%,2,-2,-1%,-17%,·,35%
Cc1ccc2nc(NCC(=O)NN)nc(-c3ccccc3)c2c1,0%,-2%,3%,-1,5,17%,-10%,4.0%,66%[activator]
COc1ccc(-c2nc(CNS(=O)(=O)c3cccc(F)c3)cs2)cc1,·,·,·,-10,3,·,-12%,0.1%,-9%
CCOC(=O)C1CCN(C(=O)Nc2cccc(OC)c2)CC1,-5%,-4%,0%,-5,-2,3%,-1%,0.5%,-4%
COc1cc(OC)cc(N(C(=O)CNC(=O)c2cccs2)C(C(=O)NCC2CCCO2)c2ccc(OC)c(OC)c2)c1 (stereo not drawn),-1%,-6%,-4%,-3,5,7%,-22%,-1.1%,4%[57.1 µM]
O=C(COC(=O)c1cc(-c2cccs2)nc2ccccc12)NCc1ccco1,0%,-2%,0%,-4,-15,2%,-9%,6.3%,79%[activator]
COc1ccc(S(=O)(=O)N2CCCC(C(=O)Nc3cccc(C(C)=O)c3)C2)cc1 (stereo not drawn),-6%,-2%,8%,-2,-7,5%,-5%,-0.9%,-3%[57.1 µM]
O=C(Nc1ccc(Cl)c(-c2nc3ccccc3[nH]2)c1)c1cccnc1,-3%,1%,-1%,3,1,-7%,-7%,-0.5%,4%
CC(C)(C)NC(=O)C1CCN(C(=O)c2ccco2)CC1,4%,-4%,3%,-11,8,0%,-23%,1.1%,3%
CC[n+]1c(/C=C(\C)Nc2ccccc2)sc2ccccc21,-4%,-2%,3%,-2,-5,-2%,-6%,-0.1%,-23%[57.1 µM]
